All columns: NCI-60 one-dose screen, growth in % after 48 h at 10 µM unless noted; 100 = growth as untreated, 0 = no growth, -100 = all killed.
CAKI-1: CAKI-1 renal cancer | hit rate 4.7% among 75,000
NCI-H522: NCI-H522 lung cancer; hit rate 8% among 78,000; AID 1794739
A498: A498 renal cancer cells; hit rate 5.4% among 76,000; AID 1794774
NCI-H460: NCI-H460 lung cancer; hit rate 6.8% among 82,000; AID 1794736
RXF 393: RXF 393 renal cancer cells; hit rate 6.9% among 77,000; AID 1794773
NCI/ADR-RES: NCI/ADR-RES ovarian cells | hit rate 4.4% among 81,000 | AID 1794790
NCI-H226: NCI-H226 lung cancer; hit rate 3.5% among 79,000; AID 1794732
NCI-H23: NCI-H23 lung cancer; hit rate 4% among 80,000
ACHN: ACHN renal cancer; hit rate 4.9% among 81,000; AID 1794771
* = called active by the depositor; / = not tested or not shown; & = joins results of further samples; [ ] = remark or other dose. Rule for the calls: active = growth percent below 10; inactive = the rest. Not a hit list; 12% or so of the library scored in one or more.

Values run as follows: CAKI-1	NCI-H522	A498	NCI-H460	RXF 393	NCI/ADR-RES	NCI-H226	NCI-H23	ACHN
Cc1ccc(S(=O)(=O)Nc2cc(Sc3ccccc3)c(O)c3ccccc23)cc1
  73	81	70	105	105	5.1*	96	58	91
Nc1cc(S(=O)(=O)O)ccc1Cl
  91	91	144	103	125	/	94	93	95
NC(CSCC(=O)O)C(=O)O (stereo not given)
  101	88	101	102	/	96	91	99	104
CCOC(=O)c1c(C)nc2c(c1N)/C(=C/c1ccc[nH]1)C(=O)N2c1ccc(OC)cc1
  96	76	47	89	105	100	91	103	95
CC(Oc1nc2c(c(=O)n(C)c(=O)n2C)n1C)C1CCCCC1 (stereo not given)
  80	92	114	100	110	92	101	100	96
C(CCN1CCOCC1)CN1CCOCC1
  90	/	/	103	104	109	100	103	106
O=c1cc(O)c2ccccc2[nH]1
  95&101	105&142	126&129	115&124	108&131	102&106	99&114	107&104	105&108
CCCCn1cc(CCCCCC(=O)CC(=O)N[C@H]2CCOC2=O)nn1
  88	100	80	107	115	106	103	104	107
O=C(Nc1ccc(OCc2ccc(Cl)cc2)cc1)Nc1ccc(Cl)c(C(F)(F)F)c1
  1.2*	-17*	-12*	7.9*	-21*	1.1*	6.5*	/	11
O=C1CCC(OC(=O)c2ccccc2)CC1
  90	95	103	104	108	101	93	99	104
NN(Cc1ccccc1)c1ccccc1
  94	93	94	103	96	95	95	92	99
Oc1ccccc1C1CCCCC1
  101	98	87	103	114	115	101	106	107
Cc1cccc2c(=O)n(C(=O)c3ccccc3)c(N)nc12
  83	109	78	100	110	86	75	87	92
CC1Cc2cc(Cl)ccc2-n2cccc21 (stereo not given)
  101	102	97	109	114	106	/	110	95
Cc1ccc(S(=O)(=O)NCCNc2nccc(-c3c(-c4ccc(F)cc4)nc4sccn34)n2)cc1
  50	65	65	31	83	65	70	73	36
CC1Cc2c(Cl)ncnc2N(C)c2ccc(F)cc21 (stereo not given)
  91	89	101	108	104	101	94	103	103
Cc1cc(/C=C/c2ccccc2)nc2ccccc12
  89	74	97	102	111	86	82	/	92
C=CCN1C(=O)C2C3C=CC(C3)C2C1=O (stereo not given)
  93	118	113	121	130	116	111	115	96
CCC(O)(CC)C(C(=O)O)c1ccccc1 (stereo not given)
  93	95	95	103	94	103	90	97	98
Nc1ncnc2c1ncn2[C@@H]1O[C@H](CO)[C@@H](O)[C@H]1O
  88	89	83	111	116	102	100	104	105
CCCCCc1ccc(S(=O)(=O)Nc2cccc(-c3csc(N4CCN(C)CC4)n3)c2)cc1
  57	78	98	98	51	72	85	88	90
CC(=O)OC[C@H]1O[C@@H](NS(N)(=O)=O)C(OC(C)=O)C(OC(C)=O)C1OC(C)=O (stereo not given in full)
  100	75	105	106	87	103	104	104	97
CN(C)CC1CCCC(CN(C)C)C1O (stereo not given)
  100	90	112	106	112	108	94	103	107
c1csc(-c2nc3c4c5c(sc4ncn3n2)CCC5)c1
  81	76	78	92	90	93	80	86	68
COC(=O)c1ccc(Cl)c(Cl)c1
  98	99	92	108	124	106	104	102	102
O=C(O)CNC(=O)CNC(=O)CNC(=O)CNC(=O)OCc1ccccc1
  90	101	118	108	104	99	93	96	100
N#Cc1c(-c2ccccc2)nc2c(c(-c3ccc(Cl)cc3)nn2-c2ccccc2)c1-c1ccc(Cl)cc1
  94	98	100	107	120	105	98	99	110
COc1cc(-c2cn(-c3ccc(Cl)c(Cl)c3)c(=O)n2C(C)=O)cc(OC)c1OC
  /	75	107	91	49	66	77	80	60
O=C1N=C2SCCN2/C1=C\c1cccc(OCc2ccc(Cl)cc2)c1
  /	91	109	108	109	107	106	107	100
Cc1occc1-c1nc2s/c(=C/c3ccc(-c4cc(Cl)cc(Cl)c4)o3)c(=O)n2n1
  87	94	85	102	/	99	97	97	102

Compound profiles, as listed above. Order of screens: CAKI-1, NCI-H522, A498, NCI-H460, RXF 393, NCI/ADR-RES, NCI-H226, NCI-H23, ACHN
Profile of Oc1ccccc1C1CCCCC1 : 101, 98, 87, 103, 114, 115, 101, 106, 107
Profile of NC(CSCC(=O)O)C(=O)O (stereo not given) : 101, 88, 101, 102, /, 96, 91, 99, 104

(continued)
Values run as follows: CAKI-1	NCI-H522	A498	NCI-H460	RXF 393	NCI/ADR-RES	NCI-H226	NCI-H23	ACHN
COc1ccc(-n2c(=O)c3ccccc3n(Cc3ccc(C(=O)NO)cc3)c2=O)cc1
  65	-42*	-2.5*	36	-42*	70	32	-50*	50
O=C1CCC(C(=O)NNc2c(F)c(F)c(F)c(F)c2F)N1 (stereo not given)
  99	101	112	102	123	107	107	101	104
O=C1CC(c2ccc(O)c(O)c2)Oc2cc(O)c([C@@H]3O[C@H](CO)[C@@H](O)[C@H](O)[C@H]3O)c(O)c21 (stereo not given in full)
  /	100	108	99	103	110	99	106	102
CN(C)CC1=NC2SC=C(c3ccccc3)C2C(=O)N1CC#N (stereo not given)
  98	84	103	115	81	98	86	102	104
CCOC(=O)c1c(C)nc2c(c1N)/C(=C/c1cccs1)C(=O)N2c1ccc(OC)cc1
  /	30	35	34	-23*	29	40	44	32
O=C1OC(c2cc(I)c(O)c(I)c2)(c2cc(I)c(O)c(I)c2)c2ccccc21
  111	/	93	98	/	93	105	89	95
CCCCNS(=O)(=O)c1ccccc1
  107	102	118	117	/	101	113	99	115
Cc1ccc(-c2nc3c(c(-c4ccccc4)nn3-c3ccccc3)c(-c3ccc(O)cc3)c2C#N)cc1
  50	69	44	27	-10*	81	80	68	68
O=C(CCCN1CCC2(CCCCC2)CC1)c1ccc(F)cc1
  94	103	107	112	100	93	92	93	99
O=C1CNC(=S)N1
  98	98	125	104	112	110	115	106	101
C=C(C)[C@@H]1CC[C@]2(COCCCNCCC#N)CC[C@]3(C)[C@H](CC[C@@H]4[C@@]5(C)CC[C@H](OCCC#N)C(C)(C)[C@@H]5CC[C@]43C)[C@@H]12
  70	91	120	99	111	107	92	95	99
O=C(Cc1ccc([N+](=O)[O-])cc1)NCCc1ccc2c(c1)OCO2
  96	83	72	105	107	100	100	100	103
Cc1ccc(S(=O)(=O)NCCCNC(=O)OCc2ccccc2)cc1
  114	104	105	107	113	103	113	109	94
O=C(Cn1c(/C=C/c2ccc3c(c2)OCO3)nc2ccccc2c1=O)Nc1ccccc1
  89	92	113	93	86	85	102	90	68
CN1CCN(CC(=O)Sc2nc(-c3ccco3)cc(-c3ccc(Cl)cc3Cl)n2)CC1
  62	64	76	76	92	82	80	56	89
CCOC(=O)/C(C#N)=C/c1ccc(O)cc1
  110	99	91	106	117	117	101	105	102
COc1cc(OC)c(/C=C/C(=O)c2c(OC)cc(OC)cc2OC)c(OC)c1
  7.2*	2.8*	7.2*	5.9*	-15*	12	36	6.8*	36
O=[N+]([O-])c1cc([N+](=O)[O-])c2ccccc2c1O
  100	/	106	108	111	101	95	99	101
CCN(CC)C(CC(=O)c1ccccc1)C(=O)c1ccccc1 (stereo not given)
  101	72	75	106	115	101	95	102	71
N#C/C(=C\c1ccccc1)c1cc2ccccc2[nH]1
  71	64	82	88	96	86	83	73	89
O=C(CCN1CCCC1)Nc1ccc2c(NCc3ccccc3)c3ccccc3nc2c1
  5.4*	-28*	/	-34*	-16*	73	-2.4*	-30*	9.9*
CC(C)C(NC(=O)CCOCCOCCOCCOc1cccc2c1C(=O)N(C1CCC(=O)NC1=O)C2=O)C(=O)N1CCN(c2cc(-c3ccccc3O)nnc2N)CC1 (stereo not given)
  94[1 µM]	98[1 µM]	100[1 µM]	102[1 µM]	98[1 µM]	100[1 µM]	102[1 µM]	98[1 µM]	105[1 µM]
COc1ccc(-c2nn3c(Cc4ccc(Cl)cc4)nnc3s2)cc1OC
  74	82	72	104	86	75	89	/	87
Cn1c(=O)c2c(nc(CCc3ccccc3)n2C)n(C)c1=O
  112	94	98	107	121	103	105	105	93
O=c1ccc2cnc3sc(-c4ccccc4)nc3c2[nH]1
  88	99	76	100	93	85	92	98	92
COc1ccc2c(c1)O/C(=C/c1ccc(OCC(=O)Nc3ccc(S(N)(=O)=O)cc3)cc1)C2=O
  /	81	91	101	97	103	87	100	/
NS(=O)(=O)c1ccc(C(=O)N=Nc2c(O)n(Cc3ccccc3)c3ccccc23)cc1
  86	84	65	94	98	96	88	99	95
Cc1ccc(Cl)cc1NCN1C(=O)c2ccccc2C1=O
  96	84	84	109	113	117	101	106	97
Nc1ccccc1-c1nc2ccncc2[nH]1
  97	99	94	95	105	96	84	87	102
O=C(NCCCNc1cc(-c2cn(-c3ccccc3)nc2-c2cccc(O)c2)ccn1)Nc1ccc(Cl)c(Cl)c1
  78	83	56	65	22	81	84	76	70
O=C(c1ccccc1)c1c(-c2ccccc2)oc2c1CNC1C(O)=CC=CC21 (stereo not given)
  85	66	77	29	82	72	92	69	83
COc1ccccc1Cn1cc(C#N)c(N)c1C(=O)c1ccc(Br)cc1
  81	90	78	96	92	94	90	92	97
C/C(=C\C(=O)OCCCCCCCCC(=O)O)C[C@@H]1OC[C@H](C[C@@H]2O[C@H]2[C@@H](C)[C@H](C)O)[C@@H](O)[C@H]1O
  91	88	118	104	116	101	110	93	102
COC(=O)[C@H]1CCCN1C(=O)[C@H]1CCCN1C(=O)[C@@H](Cc1c[nH]c2ccccc12)NC(=S)Nc1cc(C(F)(F)F)cc(C(F)(F)F)c1
  29	86	56	19	56	90	/	69	44
CC(C)=CCC/C(C)=C/CCc1ccc2c(c1)C(=O)c1ccccc1C2=O
  82	87	91	91	101	77	72	63	83
CC(=O)Nc1ccc2c(c1)/C(=C\C=C/c1ccc([N+](C)(C)C)cc1)c1ccccc1-2
  66	18	86	73	99	101	58	54	73
O=C(NCc1ccccc1)C(c1ccc(Br)cc1)N(C(=O)CCc1ccccc1)C1CC1 (stereo not given)
  64	70	84	91	92	83	100	84	90
CC(=O)O[C@H]1CC[C@@]2(C)C(=CC[C@@H]3[C@@H]2CC[C@]2(C)C(c4cccnc4)=CC[C@@H]32)C1
  /	38	91	68	/	45	64	67	45
O=C(C(=O)c1ccc(Br)cc1)c1ccc(Br)cc1
  100	83	102	105	100	108	101	97	109
CC(C)OC(=O)Oc1ccc(Cl)cc1
  109	/	114	108	105	105	99	103	105
O=C1OC(c2nc3ccccc3s2)=C/C1=C\c1cccc(Cl)c1
  83	96	108	102	95	104	78	91	89

Rewritten as labelled records: part of the list above
structure: O=C1CCC(OC(=O)c2ccccc2)CC1
  CAKI-1: 90 | NCI-H522: 95 | A498: 103 | NCI-H460: 104 | RXF 393: 108 | NCI/ADR-RES: 101 | NCI-H226: 93 | NCI-H23: 99 | ACHN: 104

structure: CN(C)CC1CCCC(CN(C)C)C1O (stereo not given)
  CAKI-1: 100 | NCI-H522: 90 | A498: 112 | NCI-H460: 106 | RXF 393: 112 | NCI/ADR-RES: 108 | NCI-H226: 94 | NCI-H23: 103 | ACHN: 107

structure: O=C1N=C2SCCN2/C1=C\c1cccc(OCc2ccc(Cl)cc2)c1
  CAKI-1: / | NCI-H522: 91 | A498: 109 | NCI-H460: 108 | RXF 393: 109 | NCI/ADR-RES: 107 | NCI-H226: 106 | NCI-H23: 107 | ACHN: 100
